Source: PubChem
RGS4 inh – Inhibitors of Regulator of G Protein Signaling (RGS) 4: qHTS | Potency, µM (highest dose often 114 µM), without a hit: at the top dose activity change, negative = inhibition, usual class: inhibitors | Transcreener GDP fluorescence polarization, RGS4-accelerated GTP hydrolysis | 0.039% of 390,000 active | Regulator of G-protein signaling 4 (Homo sapiens), P49798; further: potency means the concentration at half of the fitted maximal effect; on the % scale 0 is the no-effect control and ±100 the full control effect; nearly all actives have a fitted effect of over 75% in size; some results filed as inactive show a strong effect at the top dose
Target sequence (P49798 whole entry, looked up): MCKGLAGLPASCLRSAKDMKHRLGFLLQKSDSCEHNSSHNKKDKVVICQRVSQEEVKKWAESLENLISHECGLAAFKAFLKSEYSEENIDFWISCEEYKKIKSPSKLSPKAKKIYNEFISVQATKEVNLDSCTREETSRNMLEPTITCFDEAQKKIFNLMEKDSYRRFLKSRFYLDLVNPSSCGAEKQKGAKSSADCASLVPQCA
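MLSMR compounds (23 nl, pin-transferred) preincubated 10 min at room temperature with a 500nM (2x) first reagent, then RGS4 at 900nM (2x) plus Transcreener GDP mix added; fluorescence polarization (620/688 nm) read before and after 90 min at 30 °C.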
TrxR1 substrate – qHTS Assay for Substrates of Mammalian Selenoprotein Thioredoxin Reductase 1 (TrxR1): qHTS; Potency, µM (top dose mostly 114 µM), without a hit: at the top dose activity change, negative = substrate turnover; Thioredoxin reductase 1, cytoplasmic (Rattus norvegicus), O89049; purified TrxR1 substrate turnover, NADPH consumption readout; 0.01% of 390,000 active; AID 588456, 2011; further: potency means the concentration at half of the fitted maximal effect; on the % scale 0 is the no-effect control and ±100 the full control effect; nearly all actives have a fitted effect of over 50% in size
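Rat TrxR1, dispensed at 90 nM, was prereduced with 400 uM NADPH (final) for 5 min at ~22 deg C, then incubated with compound 15 min before 400 uM selenite. A first-read NADPH fluorescence drop versus no-compound background flagged substrates.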
Vif-APOBEC3F blk – qHTS for Inhibitors of Vif-A3F Interactions: qHTS; Potency, µM (top dose mostly 46.1 µM), for inactives: at the top dose activity, negative = active; 0.2% of 390,000 active; HeLa A3F-eYFP + Vif (tagged APOBEC3F with the HIV-1 protein that degrades it), YFP fluorescence increase; further: potency means the concentration at half of the fitted maximal effect; % of control where 0% means no effect; nearly all actives have a fitted effect of over 65% in size
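Fluorescence increase (Ex 488/Em 500-530) after overnight compound treatment at 37 deg C flags inhibition of Vif-driven A3F-eYFP loss in stable HeLa A3F-eYFP/Vif cells seeded overnight beforehand.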
Vif-A3G inh – qHTS for Inhibitors of Vif-A3G Interactions: qHTS; HeLa A3G-eYFP + Vif (tagged APOBEC3G with the HIV-1 protein that degrades it), YFP fluorescence, overnight; DNA dC->dU-editing enzyme APOBEC-3G (Homo sapiens), Q9HC16; Potency, µM (top dose mostly 46.1 µM), for inactives: at the top dose activity, negative = active, actives largely listed as inhibitors; 0.076% of 410,000 active;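 further: potency means the concentration at half of the fitted maximal effect; on the % scale 0 is the no-effect control and ±100 the full control effect; nearly all actives have a fitted effect of over 60% in size; hits raise eYFP signal because A3G escapes Vif-driven loss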
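HeLa cells stably expressing Vif and C-terminally eYFP-tagged A3G, seeded overnight at 37 deg C, then exposed to compound by pintool overnight at 37 deg C. Rise in yellow fluorescence (Ex 488/Em 500-530, Acumen) marks blocked Vif-driven A3G degradation.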
mIDH1 inhibitor – qHTS for Inhibitors of mutant isocitrate dehydrogenase 1 (IDH1): qHTS; Isocitrate dehydrogenase [NADP] cytoplasmic (Homo sapiens), O75874; IDH1-R132H enzyme, NADPH consumption, diaphorase/resazurin fluorescence; Potency, µM (titrated, usually from 76.6 µM), inactives show top-dose activity change, negative = inhibition, actives largely listed as inhibitors; 0.093% of 390,000 active; further: potency means the concentration at half of the fitted maximal effect; on the % scale 0 is the no-effect control and ±100 the full control effect; nearly all actives have a fitted effect of over 65% in size
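IDH1-R132H (0.5 ug/mL) preincubated 30 min with compound, then NADPH (0.016 mM) and alpha-KG (2 mM) added; 80 min at RT, pH 7.5. Remaining NADPH coupled via diaphorase/resazurin to fluorescence (540/590 nm); concentration-response curves normalized to no-enzyme control.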
TrxR1 inh – qHTS Assay for Inhibitors of Mammalian Selenoprotein Thioredoxin Reductase 1 (TrxR1): qHTS; Thioredoxin reductase 1, cytoplasmic (Rattus norvegicus), O89049; recombinant rTrxR1, NADPH fluorescence consumption, selenite substrate; Potency, µM (top dose mostly 114 µM), for the others: at the top dose activity change, negative = inhibition, hits mostly inhibitors; 1% of 390,000 active; further: potency means the concentration at half of the fitted maximal effect; on the % scale 0 is the no-effect control and ±100 the full control effect; nearly all actives have a fitted effect of over 65% in size
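Rat TrxR1 (90 nM in the dispensed reagent) was pre-reduced with 400 uM NADPH for 5 min at room temperature, then incubated with compound for 15 min. After 400 uM selenite was added, NADPH fluorescence (Ex 340/Em 450 nm) was followed for 8 min.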
LDHA block – qHTS assay for inhibitors of human lactate dehydrogenase; L-lactate dehydrogenase A chain (Homo sapiens), P00338; purified LDHA, NADH/diaphorase-resazurin fluorescence; stronger effect = lower value; activity change, % (values are at about 110 or 230 µM); 0.15% of 480,000 active; AID 1347041, 2019; in the data active means activity change below about -30%; inconclusive means mostly about -25% to -30%;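 further: plate controls were DMSO wells for no effect and wells without enzyme for full effect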
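Human LDH5 at 2 nM final in Tris HCl pH 7.4 with 0.06 mM NADH and 0.2 mM pyruvate, reacted 5 minutes at room temperature. Remaining NADH coupled via diaphorase/resazurin; resorufin fluorescence read at 0 and 20 minutes, normalized to enzyme-free and DMSO wells.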
GRP78 ERSR act – qHTS for Inducers of the Endoplasmic Reticulum Stress Response (ERSR) in Human Glioma: qHTS; U87-MG GRP78 promoter luciferase reporter, 16 h; Potency, µM, for inactives: at the top dose activation, hits mostly activators; 0.02% of 420,000 active; further: potency means the concentration at half of the fitted maximal effect; series mostly up to about 76 µM; % of control where 0% means no effect; nearly all actives have a fitted effect of over 35% in size
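ERSR induction read as luciferase luminescence (Bright-Glo, 10 min at room temperature) in stably transfected human U87-MG glioma cells exposed to compounds for 16 h, using GRP78 as sensor.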
USP1 inh – Inhibitors of USP1/UAF1: Primary Screen; recombinant USP1/UAF1, Ub-Rhodamine cleavage fluorescence; Potency, µM (top dose mostly 57.1 µM), for the others: at the highest dose activity change, negative = inhibition, usual class: inhibitors; 0.23% of 390,000 active; further: potency means the concentration at half of the fitted maximal effect; on the % scale 0 is the no-effect control and ±100 the full control effect; nearly all actives have a fitted effect of over 60% in size; inactives centre near -12
Target sequence (O94782 whole entry, looked up): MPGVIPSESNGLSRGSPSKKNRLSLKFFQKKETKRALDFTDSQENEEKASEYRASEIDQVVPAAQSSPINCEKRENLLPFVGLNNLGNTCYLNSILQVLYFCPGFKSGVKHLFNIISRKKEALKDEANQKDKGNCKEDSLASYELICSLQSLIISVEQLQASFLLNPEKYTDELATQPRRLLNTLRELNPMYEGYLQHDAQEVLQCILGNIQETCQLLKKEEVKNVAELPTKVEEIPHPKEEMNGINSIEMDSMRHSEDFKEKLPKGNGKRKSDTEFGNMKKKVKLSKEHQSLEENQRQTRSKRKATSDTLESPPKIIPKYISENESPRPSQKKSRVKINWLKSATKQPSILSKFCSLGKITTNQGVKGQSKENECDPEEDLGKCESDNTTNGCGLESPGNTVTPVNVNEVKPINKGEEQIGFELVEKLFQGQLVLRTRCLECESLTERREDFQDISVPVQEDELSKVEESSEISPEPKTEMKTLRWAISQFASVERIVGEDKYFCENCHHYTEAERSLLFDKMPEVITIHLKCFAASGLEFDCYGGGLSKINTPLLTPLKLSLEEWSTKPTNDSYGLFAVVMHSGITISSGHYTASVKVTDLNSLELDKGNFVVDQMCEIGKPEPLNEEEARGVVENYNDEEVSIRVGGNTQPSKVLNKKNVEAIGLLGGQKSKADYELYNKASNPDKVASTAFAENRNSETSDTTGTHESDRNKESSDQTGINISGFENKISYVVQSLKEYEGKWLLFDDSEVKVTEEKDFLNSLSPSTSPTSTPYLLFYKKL
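In this screen, compounds sit with the deubiquitinase complex (1nM) for 15 min at room temperature before Ub-Rho is added at 150nM final. Fluorescence rise is then followed for 6 reads every 60 seconds.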
The depositor's hits bear a star; ? = inconclusive; · = no result given; [ ] = remark or other dose. Unless noted, the call rests on the fitted dose curve; in most records, active means well fitted curve in the direction sought with a large enough effect; inconclusive means small, poorly fitted or top-dose-only effect, or another doubt; inactive means no such curve, though single readings can be large; an effect the other way counts as inactive or inconclusive. This is a subset; count on the stated rates, not on these rows.

Under each structure: RGS4 inh	TrxR1 substrate	Vif-APOBEC3F blk	Vif-A3G inh	mIDH1 inhibitor	TrxR1 inh	LDHA block	GRP78 ERSR act	USP1 inh
Cn1cnnc1SCC(=O)NC(=O)NC1CCCC1
 : -10%	5%[57.1 µM]	5%	-8%	0%	2%[57.1 µM]	-1	-5%	-4%
COCCN(C(=O)C1CC1)c1nnc(-c2cccc(C)c2)s1
 : 2%	8%[57.1 µM]	-1%	0%	13%	7%[57.1 µM]	-4	9%	-17%
Cc1onc(-c2c(F)cccc2Cl)c1C(=O)NCCN1CCNC1=O
 : 13%	7%	-1%	2%	0%	17%[57.1 µM]	-4	4%	-19%
COc1ccccc1NC1=C(N2CCCCC2)C(=O)c2ccccc2C1=O
 : -15%	-9%[11.4 µM]	-1%	-1%	7%	-11%[11.4 µM]	28	-5%	18µM*
O=C(CSc1c[nH]c2ccccc12)NC1CCCC1
 : -20%	69%[activator]	3%	0%	0%	1%	0	0%	-15%
Fc1cccc(CO/N=C/c2c(-c3ccccc3)nc3ccc(Cl)cn23)c1
 : 48%	6%	-2%	1%	-1%	-3%	9	-4%	-8%
CCCCC(=O)Nc1ccc(C(=O)NCCc2ccc(S(N)(=O)=O)cc2)cc1
 : 10%	6%[57.1 µM]	7%	0%	0%	15%[57.1 µM]	-2	-2%	-16%
COc1cc(NC(=O)COC(=O)/C=C/c2ccccc2Cl)cc(OC)c1
 : 0%	-6%	2%	0%	-4%	-2%	-7	-4%	-9%
COCCCNC(=O)c1ccc(N2CCOCC2)c(NS(=O)(=O)c2ccc(OC)cc2)c1
 : 15%	7%	1%	1%	2%	8%	-1	-3%	-17%
CC[C@]12c3[nH]c4cc(CCC(=O)N(C)C)ccc4c3CCN1C(=O)[C@@H](CC(=O)NCCCn1ccnc1)C[C@@H]2C(=O)N1CCN(C(=O)C2CC2)CC1
 : 32%	0%	6%	-1%	4%[38.3 µM]	24%	-9	0%	-3%
CNS(=O)(=O)c1cc(-c2nnc(Nc3ccc(CC(N)=O)cc3)c3ccccc23)ccc1C
 : 12%	2%	2%	-1%	2%	13%	-6	-3%	-22%
CN=c1sc2ccccc2n1CC(O)c1ccccc1 (stereo not given)
 : 0%	8%	5%	-2%	9%	19%[57.1 µM]	-3	-4%	2%
CCC(C(=O)OCC(=O)Nc1cc(C)ccc1OC)c1ccccc1 (stereo not given)
 : 21%	-2%	24%	-9%	13%	21%	-2	-2%	-17%
Cc1cccc(Nc2nc(N)nc(CCl)n2)c1
 : -15%	-20%[57.1 µM]	1%	-20%	5%	-3%[57.1 µM]	-3	7%	-11%
CC(C)(C)n1nnnc1C(c1cccnc1)N1CCN(c2ccccc2F)CC1 (stereo not given)
 : 39%	-2%	-14%	0%	0%	-20%	-6	-3%	-13%
COC(=O)c1ccc2c(=O)[nH]c(COC(=O)c3c(-c4ccccc4Cl)noc3C)nc2c1
 : -10%	6%	7%	0%	7%	8%	-2	-2%	-15%
CCOc1ccc(CNC(=O)CCCOc2cc(=O)n(C)c3ccccc23)cc1
 : -33%	9%	4%	-3%	4%	21%	-5	-5%	-16%
O=C(CN(C(=O)c1csnn1)c1ccc(F)cc1)NCCc1ccccc1
 : 0%	1%[57.1 µM]	3%	-5%	-7%	1%[57.1 µM]	-10	-5%	-21%
COc1ccccc1N1CCN(S(=O)(=O)c2ccc(F)c(C(=O)Nc3ccc(C)c(F)c3)c2)CC1
 : 5%	-5%[57.1 µM]	1%	5%	-17%	18%[57.1 µM]	5	0%	?
Cn1c(COc2ccccc2)nc2ccccc21
 : -3%	1%	11%	-5%	1%	24%	-5	4%	-11%
CCc1cccc2c(C(=O)Cn3nnc(-c4ccc(OC)c(OC)c4)n3)c[nH]c12
 : -10%	9%[57.1 µM]	-5%	-9%	4%	11%[57.1 µM]	-4	-7%	-25%
Cc1cc(N)nc(SCC(=O)N2C(C)CCCC2C)n1 (stereo not given)
 : 0%	0%	-6%	0%	0%	7%	-10	-4%	-26%
CCN(C(=O)C(Cc1ccccc1)NS(=O)(=O)c1cccc2nsnc12)c1ccccc1 (stereo not given)
 : 21%	-7%	6%	1%	6%	10%	-3	-5%	-3%
Nc1nnc(CSCc2cccc(Br)c2)s1
 : -3%	-7%	19%	0%	-4%	-16%	-2	-1%	-3%
Cc1nn(Cc2ccccc2)c(C)c1NC(=O)CSc1nc(-c2ccccc2)nc2c1cnn2-c1ccccc1
 : 2%	8%	-5%	0%	16%	6%	-6	-2%	-14%
CCCc1ccc(C2Sc3ccccc3NC3=C2C(=O)c2ccccc23)cc1 (stereo not given)
 : -13%	-10%	-5%	-1%	16%	-1%	-3	-6%	-16%
Cc1sc2nc(CN3CCN(c4ccc(O)cc4)CC3)[nH]c(=O)c2c1C
 : -10%	8%	-1%	-6%	14%	20%	10	-1%	-23%
Cc1cccc(-n2ncc3c2CCCC3NC(=O)CN2CCCC2=O)c1C (stereo not given)
 : 8%	0%	-19%	-6%	-9%	12%	-1	-3%	3%
COc1ccc(CN2CCC(n3nccc3NC(=O)c3ccc4c(c3)OCO4)CC2)cc1C
 : 11%	-5%	2%	7%	8%	-21%	-1	0%	-20%
Nc1ccccc1-n1nc2ccc3ccccc3c2n1
 : ·	·	-13%	-7%	0%	·	-2	5%	-24%

(list continues)
Under each structure: RGS4 inh	TrxR1 substrate	Vif-APOBEC3F blk	Vif-A3G inh	mIDH1 inhibitor	TrxR1 inh	LDHA block	GRP78 ERSR act	USP1 inh
Oc1ccc(Br)cc1/C=N/Nc1ncc(-c2ccccc2)cn1
 : -1%	-7%	-11%	-1%	-1%	20%[57.1 µM]	-5	-4%	-10%
CCC(=O)Nc1nnc(S(=O)(=O)N(C)Cc2ccccc2)s1
 : -29%	4%[11.4 µM]	1%	5%	-18%	21%	-12	-2%	-16%
CCOC(=O)C1CCC(CN(Cc2ccc(Cl)cc2)S(=O)(=O)c2cc(Cl)cc(Cl)c2)CC1 (stereo not given)
 : -12%	-5%[57.1 µM]	3%	0%	-10%	16%[57.1 µM]	3	-2%	5%
CCCCc1nnc(NC(=O)CSCc2cc(=O)n3cc(C)sc3n2)s1
 : 15%[56.9 µM]	7%[57.1 µM]	1%	0%	-5%	16%[57.1 µM]	-16	-3%	-5%
Cc1ccc(C)c(N2CCN(C(=O)C3CCN(c4nc(-c5ccc(C(C)C)cc5)no4)CC3)CC2)c1
 : -2%	0%[57.1 µM]	3%	6%	-17%	28%[57.1 µM]	-3	-10%	-15%

A second format for some results above:
Structure	RGS4 inh	TrxR1 substrate	Vif-APOBEC3F blk	Vif-A3G inh	mIDH1 inhibitor	TrxR1 inh	LDHA block	GRP78 ERSR act	USP1 inh
Nc1ccccc1-n1nc2ccc3ccccc3c2n1	·	·	-13%	-7%	0%	·	-2	5%	-24%
Oc1ccc(Br)cc1/C=N/Nc1ncc(-c2ccccc2)cn1	-1%	-7%	-11%	-1%	-1%	20%[57.1 µM]	-5	-4%	-10%
CCC(=O)Nc1nnc(S(=O)(=O)N(C)Cc2ccccc2)s1	-29%	4%[11.4 µM]	1%	5%	-18%	21%	-12	-2%	-16%
CCOC(=O)C1CCC(CN(Cc2ccc(Cl)cc2)S(=O)(=O)c2cc(Cl)cc(Cl)c2)CC1 (stereo not given)	-12%	-5%[57.1 µM]	3%	0%	-10%	16%[57.1 µM]	3	-2%	5%
CCCCc1nnc(NC(=O)CSCc2cc(=O)n3cc(C)sc3n2)s1	15%[56.9 µM]	7%[57.1 µM]	1%	0%	-5%	16%[57.1 µM]	-16	-3%	-5%
Cc1ccc(C)c(N2CCN(C(=O)C3CCN(c4nc(-c5ccc(C(C)C)cc5)no4)CC3)CC2)c1	-2%	0%[57.1 µM]	3%	6%	-17%	28%[57.1 µM]	-3	-10%	-15%
